Bcl-xL primary: blocks human Bcl-xL binding to Bim BH3 peptide; GST-Bcl-xL / FITC-Bim BH3 peptide fluorescence polarization; AID 2129; inhibition, % at 10.9 µM; actives 0.7% (n = 320,000);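 active means inhibition above the mean of all tested compounds plus 3 SD, cutoff set per campaign, cut at about 30% in these data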;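 further: 0% = DMSO wells and 100% = unlabeled Bim-BH3 peptide competitor; inhibitors lower millipolarization by displacing the labeled peptide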
Target sequence (Q07817 whole entry, looked up): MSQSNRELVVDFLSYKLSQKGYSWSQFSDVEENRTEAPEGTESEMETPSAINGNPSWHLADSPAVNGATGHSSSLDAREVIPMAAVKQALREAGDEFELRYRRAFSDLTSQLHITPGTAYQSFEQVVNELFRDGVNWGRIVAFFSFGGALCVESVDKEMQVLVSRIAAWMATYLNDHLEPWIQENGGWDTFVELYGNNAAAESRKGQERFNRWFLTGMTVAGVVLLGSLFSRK
GLD-1 TGE inh: GLD-1-TGE RNA interaction inhibition (C. elegans). Q17339. purified GLD-1 + fluorescein TGE RNA, fluorescence polarization. inhibition, % at 5.96 µM. actives 0.44% (n = 320,000). AID 2280;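 active means percent inhibition above a per-plate cutoff, the plate mean of test compounds plus 3 SD, cut at about 30% in these data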;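 further: 0% = DMSO wells with GLD-1 and probe and 100% = wells lacking GLD-1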
Target sequence (Q17339 whole entry, looked up): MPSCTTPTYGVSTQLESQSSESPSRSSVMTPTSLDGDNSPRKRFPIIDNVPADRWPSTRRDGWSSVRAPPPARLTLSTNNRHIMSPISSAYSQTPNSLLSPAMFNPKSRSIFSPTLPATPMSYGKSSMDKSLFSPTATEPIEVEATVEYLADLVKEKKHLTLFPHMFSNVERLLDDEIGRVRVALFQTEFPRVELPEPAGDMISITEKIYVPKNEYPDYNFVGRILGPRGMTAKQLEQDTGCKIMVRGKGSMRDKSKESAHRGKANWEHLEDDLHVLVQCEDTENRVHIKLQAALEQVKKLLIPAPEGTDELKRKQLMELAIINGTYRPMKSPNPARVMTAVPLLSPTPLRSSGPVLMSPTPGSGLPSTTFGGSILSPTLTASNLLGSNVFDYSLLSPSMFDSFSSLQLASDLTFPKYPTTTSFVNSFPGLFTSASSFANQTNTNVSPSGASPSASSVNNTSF
VLA-4 inh: inhibition in a human VLA-4 binding assay. P13612. VLA-4 expressing cells, ligand binding flow cytometry. inhibition, % (about 7 µM as worked out from the volumes in the protocol). actives 0.2% (n = 330,000). AID 2557; in the data active means inhibition above about 50%
AGP1-GFP MLPCN: alters AGP1-GFP fluorescence in TOR pathway yeast screen; actives 0.02% (n = 320,000); AID 2066; GFP response vs DMSO, % at 10 µM; S. cerevisiae AGP1-GFP multiplex flow cytometry, 3 h; GFP as percent of DMSO wells;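 active means GFP response relative to DMSO above a set limit, near screen average plus 3 SD, cut at about 150% in these data; inconclusive means fewer than 70 cells counted for the yeast strain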;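 further: median GFP channel fluorescence of the gated AGP1 strain per well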
CIT2-GFP yeast: yeast TOR pathway CIT2-GFP modulation; S. cerevisiae CIT2-GFP strain, flow cytometry, 3 h; 100 means same as DMSO wells; GFP response vs DMSO, % at 10 µM; actives 0.065% (n = 320,000);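 active means GFP response relative to DMSO above a set limit, near the screen mean plus 3 SD, cut at about 150% in these data; inconclusive means Fewer than 70 cells measured for a yeast strain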;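 further: ratio of well median GFP fluorescence to mean of DMSO wells on the plate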
MEX-5 binding: C. elegans MEX-5 TCR-2 RNA binding activity | Q9XUB2 | MEX-5/FITC-TCR2 RNA binding, fluorescence polarization; stronger effect = lower value | activity score (negative = inhibition of binding), % at 10 µM | actives 0.38% (n = 300,000);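 active means inhibition past about -25% in most replicates, and total fluorescence under double the plate's negative control median, limit read from the data; inconclusive means replicates evenly split on the limit, or fluorescence at least double controls; inactive means too little inhibition in most replicates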;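 further: 0% = DMSO and -100% = 5 µM competing unlabeled TCR2 RNA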
GRK2 aptamer HTS: human GRK2 inhibition via aptamer displacement | actives 0.59% (n = 330,000) | inhibition of aptamer binding, % at 10 µM | bead flow cytometry, FAM-aptamer displacement from GRK2;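 active means inhibition of aptamer binding above 40%, roughly 3 SD of noise, on plates passing a quality check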;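 further: median bead fluorescence of bound FAM aptamer so fluorescent compounds give negative values; no value below 0 was filed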
MCL1-BIM inh: inhibitors of human MCL1 binding to BIM-BH3 peptide; Q07820; GST-MCL1 / FITC-Bim-BH3 fluorescence polarization; inhibition, % at 10.9 µM; actives 0.68% (n = 320,000); AID 2057;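 active means inhibition above the mean inhibition of all tested compounds plus 3 SD, set per campaign, cut at about 40% in these data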;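 further: 0% = DMSO wells and 100% = unlabeled Bim-BH3 peptide control; higher means more loss of mP so more displacement of Bim peptide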
Target sequence (Q07820 whole entry, looked up): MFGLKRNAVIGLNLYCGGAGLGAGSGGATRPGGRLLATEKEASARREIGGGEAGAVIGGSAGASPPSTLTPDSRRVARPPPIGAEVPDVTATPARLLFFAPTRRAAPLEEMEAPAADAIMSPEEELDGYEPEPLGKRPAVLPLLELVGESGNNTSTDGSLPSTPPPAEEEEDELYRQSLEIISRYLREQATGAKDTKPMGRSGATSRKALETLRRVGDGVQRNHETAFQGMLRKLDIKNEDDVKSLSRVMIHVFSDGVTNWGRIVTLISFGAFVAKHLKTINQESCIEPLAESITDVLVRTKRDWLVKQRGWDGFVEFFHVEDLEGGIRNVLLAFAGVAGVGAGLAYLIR
CR mimetic SO: caloric restriction mimetics inhibiting age-related superoxide in yeast; S. cerevisiae aged cells, superoxide DHE fluorescence; stronger effect = lower value; superoxide response (% of plate mean), % at 10 µM; actives 0.18% (n = 330,000);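 active means superoxide response under a set limit, about three screen SD below normal, cut at about 65% in these data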;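 further: yeast aged for seven days with compound at 30 °C before DHE staining; 100% = average MFI of all compound-treated wells on the plate with controls excluded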
Numbers without * were called inactive; ? = inconclusive; / = not tested or not shown; & = joins results of further samples; [ ] = remark or other dose. These rows are one share of the data; the hit share may differ from the screen's.

Sample of the layout:
nr	Molecule	Bcl-xL primary	GRK2 aptamer HTS	MCL1-BIM inh	AGP1-GFP MLPCN	CIT2-GFP yeast	CR mimetic SO	GLD-1 TGE inh	VLA-4 inh	MEX-5 binding
1	O=C1C2CCN(CC2)C1Cc1ccc(OCCOc2ccccc2)cc1 (stereo not given)	4	0	1	/	119	105	-3	-2	-0.2
2	O=C(Nc1ccccc1)c1cccn(Cc2ccccc2)c1=O	1	7	7	/	90	101	-3	0	-0.9
3	CCCC[N+]1(C)C2CC(OC(=O)C(CO)c3ccccc3)CC1C1OC12 (stereo not given)	0	0	10	88	93	95	2	45	1.5
4	CC(C)(C)c1o[nH]c(=O)c1CC(N)C(=O)O (stereo not given)	-2	0	3	81	77	96	3	0	/
5	CCC(COC(=O)NC)NC(=O)Oc1ccccc1 (stereo not given)	2	2	3	101	102	104	2	-5	0.1
6	COc1ccc(C(=O)C2CN(C)CC2C(=O)c2ccc(OC)cc2)cc1 (stereo not given)	3	3	6	95	106	78	7	-31	-2.0
7	CN(C)CCN(CC1CCCN(Cc2ccccc2F)C1)C(=O)Cc1c(F)cccc1F (stereo not given)	-2	0	2	118	84	99	5	1	-0.7

All compounds of this part, from the start:
nr	Molecule	Bcl-xL primary	GRK2 aptamer HTS	MCL1-BIM inh	AGP1-GFP MLPCN	CIT2-GFP yeast	CR mimetic SO	GLD-1 TGE inh	VLA-4 inh	MEX-5 binding
1	O=C1C2CCN(CC2)C1Cc1ccc(OCCOc2ccccc2)cc1 (stereo not given)	4	0	1	/	119	105	-3	-2	-0.2
2	O=C(Nc1ccccc1)c1cccn(Cc2ccccc2)c1=O	1	7	7	/	90	101	-3	0	-0.9
3	CCCC[N+]1(C)C2CC(OC(=O)C(CO)c3ccccc3)CC1C1OC12 (stereo not given)	0	0	10	88	93	95	2	45	1.5
4	CC(C)(C)c1o[nH]c(=O)c1CC(N)C(=O)O (stereo not given)	-2	0	3	81	77	96	3	0	/
5	CCC(COC(=O)NC)NC(=O)Oc1ccccc1 (stereo not given)	2	2	3	101	102	104	2	-5	0.1
6	COc1ccc(C(=O)C2CN(C)CC2C(=O)c2ccc(OC)cc2)cc1 (stereo not given)	3	3	6	95	106	78	7	-31	-2.0
7	CN(C)CCN(CC1CCCN(Cc2ccccc2F)C1)C(=O)Cc1c(F)cccc1F (stereo not given)	-2	0	2	118	84	99	5	1	-0.7
8	CC(C)N1C(=O)CC2(CC[N+](C)(CCOC(=O)C(O)(c3ccccc3)c3ccccc3)CC2)C1=O (stereo not given)	-5	0	-17	107	109	83	-2	26	1.4
9	C#CCN(C)C(C)Cc1ccccc1 (stereo not given)	5	0	-1	92	91	101	2	48	-2.0
10	CC1CN=C(NCc2ccccc2)S1 (stereo not given)	3	0	1	92	90	106	-1	19	0.4
11	CN1CC[C@]23c4c5ccc(OC6OC(C(=O)O)[C@@H](O)C(O)[C@H]6O)c4OC2C(O)C=CC3[C@H]1C5 (stereo not given in full)	/	0	/	99	99	84	-4	-4	/
12	NCCc1c[nH]c2ccc(O)cc12	5	0	10	?	?	89	2	-11	-0.3
13	COc1ccc(-n2c(=O)[nH]c3ccccc3c2=O)c(OC)c1	4	5	-2	101	97	100	-2	-1	1.5
14	CC1CC2(O)c3nonc3CCC2N1O (stereo not given)	6	2	9	105	/	85	1	7	1.3
15	CC(=O)N1CCN(Cc2ccc(Cl)nc2)CC1	0	1	-8	97	97	89	-1	18	-1.5
16	O=C(O)C(Cc1cnc[nH]1)NS(=O)(=O)c1ccc(Br)cc1 (stereo not given)	1	0	5	100	107	93	6	-4	-2.4
17	N#Cc1ccc(NC(=O)CN2C(=O)NC3(CCCCCCC3)C2=O)cc1Cl	0	0	-6	99	95	94	0	-4	/
18	O=C(NC(=S)N1C[C@H]2C[C@H](C1)c1cccc(=O)n1C2)c1ccc(Cl)cc1Cl	-1	0	8	104	107	86	5	4	-1.4
19	Cc1ccc2c(c1)C1CN(C)CCC1N2C(=O)c1ccco1 (stereo not given)	1	0	10	102	103	100	2	-7	1.3
20	COc1ccc2c(c1)c(C(=O)CN1CCN(C)CC1)c(C)n2Cc1ccccc1	-3	0	-18	90	88	85	6	2	/
21	Cc1ccc(C(=O)n2cc(CCN3CCS(=O)(=O)CC3)c3ccccc32)cc1	-2	0	0	106	101	90	3	1	0.4
22	CCC(=NCc1cc(OC)cc(OC)c1)c1c(O)n(C2CCCCC2)c(=O)[nH]c1=O	-1	0	-4	/	/	83	-8	6	-2.1
23	CC(C)Oc1cccc(C(=O)C2CCCN(Cc3ccon3)C2)c1 (stereo not given)	-2	0	-3	97	100	99	3	6	/
24	CCCCn1c(O)c(C=NC2CCCCC2N)c(=O)[nH]c1=O (stereo not given)	1	/	-2	94	93	103	11	6	0.7
25	Cc1ccc(CC(=O)N2CCN(Cc3ccccc3)CC2)cc1	-2	0	5	96	103	106	8	-2	1.4
26	COC(=O)C1=CCCN(C)C1	3	0	-5	96	92	94	0	-23	1.5
27	O=[N+]([O-])c1ccc(NCCCN2CCOCC2)nc1	13	1	11	108	110	104	7	-1	-2.6
28	CCCC(C)C1(CC)C(=O)NC(=Nc2ccc(OC)cc2)NC1=O (stereo not given)	-4	3	-4	98	102	107	0	12	-0.7
29	CN(C)C(=O)NC(O)C(Cl)(Cl)Cl (stereo not given)	-1	1	-3	102	100	101	0	5	-0.1
30	COC(=O)C1=C(c2ccc3ccccc3c2)C[C@@H]2CC[C@H]1N2C(=O)NCc1ccc(C(F)(F)F)cc1	1	0	4	95	96	96	3	-1	/
31	CN1CCN(c2ccc([N+](=O)[O-])c(SCCO)c2)CC1	2	1	-1	109	114	94	-1	10	-0.2
32	CN1C(=O)N(C)C(=O)C2(Cc3cc(NC(=O)c4ccccc4Cl)ccc3N3CCCC32)C1=O (stereo not given)	11	1	10	97	100	101	0	18	4.6
33	CN(C)C(=O)Oc1cc(OC(=O)N(C)C)cc(C(O)CNC(C)(C)C)c1 (stereo not given)	-1&-1	2&5	2&7	95&89	87&85	101&106	-1&5	-6&-22	/
34	Cc1cccnc1-n1c(-c2ccccc2)nc2ccccc2c1=O	2	2	5	100	99	83	-3	-4	-0.1
35	CCN1CCN(c2ccc([N+](=O)[O-])cc2C(=O)OC)CC1	4	1	0	101	91	104	-2	0	1.2
36	CNC(=O)OCc1n(C)cc[n+]1C	-13	3	-21	93	102	92	12	11	-2.7
37	COc1ccccc1N1CCN(CCc2ccccc2)CC1	3	2	0	83	92	88	1	8	2.1
38	Cc1nc2ccccc2c(=O)n1-c1ccc(Cl)c(Cl)c1	2	4	6	100	98	97	0	18	1.4
39	CN1CC(C(=O)c2ccc(F)cc2)C(c2c(F)cccc2Cl)C1 (stereo not given)	3	0	8	98	93	111	-1	5	-2.1
40	c1nc2nc3c(c(N4CCNCC4)n2n1)CCCC3	6	0	4	106	102	108	2	10	0.0
41	NP(=O)(Oc1ccccc1Cl)Oc1ccccc1Cl	1	1	-4	99	90	106	2	37	-0.8
42	Cc1[nH]c2ccccc2c1CCNCc1ccco1	8	0	10	99	102	85	-2	9	-1.6
43	COc1ccc(OP(=O)(Nc2ccccc2)Nc2ccccc2)cc1	7	3	3	105	100	94	4	6	0.6
44	c1ccc(CNc2c3c(nc4ccccc24)CCC3)cc1	2	0	-4	114	95	106	-2	-16	0.8
45	CC1(C)COC(Nc2cccc(Cl)c2)=N1	-5	0	-2	91	96	100	-5	-6	0.2
46	NP(=O)(OCCCc1ccccc1)Oc1ccccc1Cl (stereo not given)	4	0	0	90	95	96	0	0	-2.1
47	NC(=O)Cn1cc(C(=O)c2ccccc2F)c2ccccc21	2	6	2	104	98	104	4	-9	1.1
48	Brc1cc2c(cc1CN1CCN(c3ccccc3)CC1)OCCO2	1	0	-2	93	97	87	2	-3	0.9
49	CCCCC(=O)N/N=C/c1c(O)n(Cc2ccc(F)cc2)c(=O)[nH]c1=O	-19	0	-15	96	80	97	-23	0	5.3
50	COCCNC(=O)N1[C@H]2CC[C@@H]1C(C(=O)OC)=C(c1ccc(-c3ccccc3)c(F)c1)C2	-1	0	3	99	103	105	-10	0	/

Next structures.
nr	Molecule	Bcl-xL primary	GRK2 aptamer HTS	MCL1-BIM inh	AGP1-GFP MLPCN	CIT2-GFP yeast	CR mimetic SO	GLD-1 TGE inh	VLA-4 inh	MEX-5 binding
51	CN(C)C(Cc1ccc(Cl)cc1)C(=O)c1ccccc1 (stereo not given)	5	0	2	82	93	91	1	-1	-3.0
52	COC(=O)C1=C(c2ccccc2)C[C@@H]2CC[C@H]1N2C(=O)NCCS(C)=O (stereo not given in full)	6	0	-1	87	88	102	1	-4	1.2
53	Cc1cc(N2CCNCC2)nc2ccccc12	5	1	11	102	98	103	-4	30	0.5
54	CC(C(=O)c1c[nH]c2ccccc12)N1CCN(C(=O)c2ccco2)CC1 (stereo not given)	-1	1	-10	116	104	102	-2	-2	2.5
55	CCC(=NCc1cccnc1)c1c(O)n(-c2ccccc2C)c(=O)[nH]c1=O	-1	1	-1	99	97	102	-2	2	/
56	CCCCN1CCC(C#N)(Nc2ccccc2)CC1	7	0	8	109	106	90	7	-19	-1.9
57	CCOC(=O)C1=C(C)OC(N)=C(C#N)C12C(=O)Nc1ccc(C)cc12 (stereo not given)	6	1	4	107	87	95	5	2	-2.3
58	COc1ccc2c3c([nH]c2c1)C(C)=NCC3	5	11	-7	18[may fluoresce violet]	?	91	-60	-155	-1.4
59	Cc1ccc(C(=O)N[C@@H](C)CN2C3=NC[C@@H](Cc4ccccc4)N3C[C@H]2Cc2ccc(O)cc2)cc1Br	4	0	2	92	91	99	-8	42	0.8
60	COc1ccccc1-n1c(O)c(C=Nc2c(C)n(C)n(-c3ccccc3)c2=O)c(=O)[nH]c1=O	3	0	-1	100	103	87	14	-20	-2.5
61	c1ccc2c(CN3CCOCC3)c[nH]c2c1	1	1	-3	102	110	97	10	10	2.4
62	CN(C(=O)Oc1ccc(F)cc1)c1ccccc1	6	1	6	110	110	98	16	8	3.7
63	CCC(C)NC(=O)c1c(N)n(Cc2ccc3c(c2)OCO3)c2nc3ccccc3nc12 (stereo not given)	8	6	8	29	83	105	9	-2	-6.4
64	COC(=O)C1=C(c2ccc(F)cc2F)C[C@@H]2CC[C@H]1N2C(=O)N1CCCCC1	12	0	7	98	104	98	2	-2	/

Record cards (already shown). Values in the order: Bcl-xL primary | GRK2 aptamer HTS | MCL1-BIM inh | AGP1-GFP MLPCN | CIT2-GFP yeast | CR mimetic SO | GLD-1 TGE inh | VLA-4 inh | MEX-5 binding
COC(=O)C1=C(c2ccc(F)cc2F)C[C@@H]2CC[C@H]1N2C(=O)N1CCCCC1 across the screens: 12 | 0 | 7 | 98 | 104 | 98 | 2 | -2 | /
CN(C(=O)Oc1ccc(F)cc1)c1ccccc1 across the screens: 6 | 1 | 6 | 110 | 110 | 98 | 16 | 8 | 3.7

Compound activity (PubChem)
